Compound activity as filed in PubChem BioAssay.
S100A4 inh HTS: inhibitors of human S100A4 binding to myosin IIA peptide; P26447; S100A4/TAMRA-MyoIIA peptide fluorescence polarization; inhibition, % at 10.7 µM; 360,000 tested, 0.14% active;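 active = mean inhibition of at least 70% across replicates, with every replicate also reaching that level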
Target sequence (P26447 whole entry, looked up): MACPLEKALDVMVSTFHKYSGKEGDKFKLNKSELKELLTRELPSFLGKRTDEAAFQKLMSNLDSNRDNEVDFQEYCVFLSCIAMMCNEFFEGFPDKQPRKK
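Material: S100A4 monomer (human). Medium: Calcium-containing HEPES buffer, pH 7.2. Probe or stimulus: labelled myosin peptide probe, 5 nM. Compound dosing: one concentration per compound. Timing: polarization read 5 min after assay mix addition, stable 5–60 min. Benchmarks: DMSO as neutral control, TFP as positive control.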
FN deposit inh: fibronectin deposition inhibition | AH1F fibroblasts, Alexa488-fibronectin deposition fluorescence, overnight | inhibition, % at 12.6 µM | 350,000 tested, 0.086% active | AID 743247;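 active = mean inhibition across replicates of 30% or more, regardless of how many single replicates reach that level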;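 note: positive control wells lacked labelled fibronectin entirely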
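material = AH1F fibroblast monolayer depositing Alexa488-labelled fibronectin into matrix | amount = 10000 AH1F cells/well | buffer or medium = DMEM plus 2% serum, read in PBS | incubation = 1 h cell adhesion before compound, then overnight fibronectin incubation | detection = fluorescence at 485 nm excitation, 525 nm emission | evaluation = percent inhibition as loss of matrix-bound fibronectin fluorescence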
RAD54 branch: inhibitors of human RAD54 branch migration; inhibition, % at 10.4 µM; RAD54 Holliday junction branch migration, FAM/BHQ fluorescence; 360,000 tested, 0.14% active; AID 602329;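 active = mean normalized replicate activity at least 40 and at least half of replicates scoring 40 or more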;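 note: 0% = median of neutral control wells and 100% = median of positive control wells; inhibitors cause a drop in the FAM fluorescence signal; in these data hits start at about 50%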
Target sequence (Q92698 whole entry, looked up): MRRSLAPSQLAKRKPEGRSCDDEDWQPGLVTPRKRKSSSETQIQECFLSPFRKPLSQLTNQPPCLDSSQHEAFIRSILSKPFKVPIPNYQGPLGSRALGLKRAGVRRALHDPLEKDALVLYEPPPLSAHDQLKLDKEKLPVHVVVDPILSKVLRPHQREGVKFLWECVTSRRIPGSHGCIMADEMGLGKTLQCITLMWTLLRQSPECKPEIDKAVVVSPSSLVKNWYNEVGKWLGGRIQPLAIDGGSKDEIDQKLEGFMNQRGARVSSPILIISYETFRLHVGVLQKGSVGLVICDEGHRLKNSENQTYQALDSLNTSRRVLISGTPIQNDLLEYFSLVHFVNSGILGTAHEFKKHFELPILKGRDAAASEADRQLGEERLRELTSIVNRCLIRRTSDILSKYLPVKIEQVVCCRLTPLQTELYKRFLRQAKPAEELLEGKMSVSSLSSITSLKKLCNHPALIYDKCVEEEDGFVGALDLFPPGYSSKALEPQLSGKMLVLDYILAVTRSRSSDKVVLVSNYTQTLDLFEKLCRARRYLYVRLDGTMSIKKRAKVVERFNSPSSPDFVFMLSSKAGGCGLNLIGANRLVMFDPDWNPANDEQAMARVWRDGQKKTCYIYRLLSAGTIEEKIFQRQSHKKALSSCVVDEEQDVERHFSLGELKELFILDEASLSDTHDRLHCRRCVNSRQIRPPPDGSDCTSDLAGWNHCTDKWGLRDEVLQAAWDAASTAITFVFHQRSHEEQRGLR
XiGFP reactiv: reactivates the inactive X chromosome in mouse fibroblasts. XiGFP mouse fibroblasts, % GFP-positive cells imaging, 3 d; cells co-treated with 5-aza-dC sensitizer; scaled so ellipticine positive control = 100%. activation, % at 7.58 µM. 360,000 tested, 0.055% active. AID 743238;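 active = mean normalized replicate activation at least 10% and every replicate at or above 10%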;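 note: 0% = median of on-plate neutral control wells and 100% = ellipticine 6 µM median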
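System: 68-5-11 XiGFP fibroblast line | Buffer or medium: DMEM containing 5-aza-dC | Compound: Single point | Times: Compounds 3 days, fix/stain 15 min at room temperature | Benchmarks: Positive control ellipticine, 6 µM final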
E-sel inducer: induces E-selectin expression in human endothelial cells; 260,000 tested, 0.37% active; AID 686992; activation, % at 7.58 µM; P16581; HUVEC E-selectin immunofluorescence imaging; normalized: neutral wells 0, TNF-alpha wells 100;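 active = mean E-selectin-positive cell signal at least 10% of the positive control, reached in at least 60% of replicates, without over 20% cell loss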;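 note: in these data hits start at about 27%; measured in HUVEC primary endothelial cells; signal is the percent of cells scored E-selectin positive by PE staining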
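Assay system: HUVEC, human umbilical vein endothelial cells / Amount: 3,000 HUVEC/well / Controls: TNF-alpha positive control, DMSO neutral control / Compound dosing: single concentration / Medium: EGM-2 over gelatin coat / Evaluation: percent E-selectin-positive cells / Signal: immunofluorescence imaging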
EWS-Fli block: inhibitors of EWS/Fli oncoprotein transcriptional activity. A673 NR0B1-luciferase reporter, viability-normalised. AID 651661. inhibition, % at 12.6 µM. 350,000 tested, 0.67% active;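 active = mean inhibition of at least 50% after viability correction, with every replicate also passing that limit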;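 note: firefly luciferase signal divided by Alamar Blue viability fluorescence both relative to DMSO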
esBAF inh: inhibitors of esBAF chromatin remodeling in mouse ES cells | Bmi1-luciferase knock-in reporter, 24 h; 100% = twice the neutral-well signal | reporter increase, % at 12.5 µM | 350,000 tested, 2% active; in the data active = activation above about 40%;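 note: 0% = median of the plate's neutral control wells and 100% = double that signal; a rise in the Bmi1 reporter signal indicates esBAF inhibition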
RAD52 anneal inh: inhibitors of human RAD52 DNA annealing; P43351; recombinant RAD52 DNA annealing, FRET fluorescence; inhibition, % at 18.7 µM; 360,000 tested, 0.46% active; AID 651710;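 active = every replicate showing at least 50% inhibition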
* marks the source's active call; other numbers are inactive results; nt = no result given.

Molecule	RAD52 anneal inh	esBAF inh	E-sel inducer	FN deposit inh	XiGFP reactiv	S100A4 inh HTS	EWS-Fli block	RAD54 branch
CCNC(=O)C1(C)CCCN(CC(=O)c2ccccc2OC)C1 (configuration not stated)	-10	0	-0.3	-4	0.2	-5	-3	-1
O=C(Cn1ncc2c3ccccc3n(Cc3ccccc3)c2c1=O)NCc1ccco1	-15	-4	0.1	6	0.0	0	4	nt
CCCC(=O)Nc1ccc2c(c1)OC[C@H](C)N(C(=O)CC1CC1)C[C@@H](C)[C@@H](OC)CN(C)C2=O	-4	1	-0.1	2	0.0	3	0	-3
N#Cc1c(N)n(-c2cccc(C(=O)O)c2)c2nc3ccccc3nc12	-149	0	nt	-8	0.0	-9	15	-26
O=C(C[C@H]1C[C@H]2c3cc(NS(=O)(=O)c4ccc(F)cc4)ccc3O[C@H]2[C@@H](CO)O1)N1CCc2ccccc2C1	-12	3	0.1	3	0.4	2	6	7
COc1ccc(C(=O)NC(=S)NNC(=O)COc2ccccc2)cc1	4	nt	nt	10	0.1	0	16	nt
CC1=CC(C)(C)Nc2ccccc21	-1	-3	nt	nt	nt	0	-6	-7
CN(C)CCCN1C(=O)c2oc3ccc(F)cc3c(=O)c2C1c1cccnc1 (configuration not stated)	-17	3	1.6	3	0.1	-4	1	-4
N#Cc1ccc(-c2ccc([C@@H]3[C@H]4CN(S(=O)(=O)c5ccccc5)CCCCN4[C@H]3CO)cc2)cc1	-23	nt	-0.8	nt	0.0	12	1	-5
Cc1cc(OCC(=O)NCc2cccnc2)c2c(C)cc(=O)oc2c1	-2	0	3.9	-9	0.0	19	3	-7
O=S(=O)(NCC1CC1)c1cc(Cl)cc(Cl)c1	-5	-2	nt	-10	0.0	-2	-6	-4
CC(C)[C@@H]1C=C(C(=O)O)O[C@H](OCc2ccc(CO)cc2)C1	11	nt	nt	nt	nt	1	-6	-13
O=C(CN(Cc1cccs1)C(=O)CCC(=O)Nc1nccs1)NCc1ccccc1	-11	-10	nt	nt	nt	-5	4	-4
COC(=O)[C@@H](NC(=O)N1CCN(C(=O)C2COc3ccccc3O2)CC1)C(C)C (some centres not stated)	-6	2	nt	4	0.1	2	nt	-14
CCCCNC(=O)N1c2ccccc2CC1C (configuration not stated)	-4	3	155*	-2	0.0	0	-6	nt

Carrying on.
Molecule	RAD52 anneal inh	esBAF inh	E-sel inducer	FN deposit inh	XiGFP reactiv	S100A4 inh HTS	EWS-Fli block	RAD54 branch
O=C(NCc1cccc(Cl)c1)c1ccc2nc(N3CCOCC3)sc2c1	-6	29	0.0	-3	-0.1	-2	-16	7
O=C(CCS(=O)(=O)c1ccc2c(c1)NC(=O)CS2)NCc1cccs1	2	-7	2.3	-7	0.0	-5	nt	10
CN(C(=O)COC(=O)c1cc(F)c(F)cc1Cl)c1ccccc1	-1	-4	0.0	-3	0.5	1	0	-15
CCOC(=O)Cn1c(=NC(=O)C2COc3ccccc3O2)sc2cc(S(N)(=O)=O)ccc21 (configuration not stated)	-12	6	2.2	-1	-0.1	-1	-10	3
CCc1noc(C)c1C(=O)N(Cc1ccccc1)c1c(N)n(CCOC)c(=O)[nH]c1=O	-15	5	0.0	-2	0.0	6	-2	-3
CCOc1ccccc1N1CCN(C(=O)c2ccc(Cl)c(S(=O)(=O)N3CCCCC3)c2)CC1	-14	-3	-2.2	6	-0.1	-4	26	-2
COc1ccccc1CNC(=O)CS(=O)Cc1nc(-c2ccc(OC)c(OC)c2)oc1C (configuration not stated)	-9	-5	nt	8	0.0	0	nt	3
CC1(C(=O)OCC(=O)Nc2ncc(Cl)cc2Cl)CC1(Cl)Cl (configuration not stated)	-14	-6	0.1	17	0.1	16	-6	0
CCC(=O)N(C)C[C@@H]1Oc2cc(C#CC(C)(C)O)ccc2S(=O)(=O)N([C@H](C)CO)C[C@H]1C	6	-2	0.8	0	-1.4	7	2	-9
Cc1ccc(NC2CCCN(C(=O)c3cccs3)C2)cc1C (configuration not stated)	-8	-1	nt	2	0.0	-1	-5	5
Cc1ccc2c(c1)C(CCN)C(=O)N2Cc1ccccc1 (configuration not stated)	nt	7	nt	4	nt	-9	nt	4
CC(C)NC(=O)Nc1ccc2c(c1)C(=O)N([C@H](C)CO)C[C@H](C)[C@@H](CN(C)CC1CC1)OCCCC[C@H](C)O2	8	-4	0.2	nt	-0.6	22	2	-4
O=C(CSc1ccc(F)cc1)Nc1ccc(N2CCOCC2)c(Cl)c1	-13	2	0.7	3	0.2	-5	-17	-13
COc1cc(CO)ccc1OCC(=O)N1CCc2ccccc21	-9	6	0.0	nt	0.0	-2	-11	5
COc1ccc(OCC(=O)Nc2ccc3c(c2)nc(CCN2CCCCC2)n3C)cc1	-1	-3	3.8	-6	0.3	1	-3	-1

Among those listed so far, these have a cyano group:
Molecule	RAD52 anneal inh	esBAF inh	E-sel inducer	FN deposit inh	XiGFP reactiv	S100A4 inh HTS	EWS-Fli block	RAD54 branch
N#Cc1c(N)n(-c2cccc(C(=O)O)c2)c2nc3ccccc3nc12	-149	0	nt	-8	0.0	-9	15	-26
N#Cc1ccc(-c2ccc([C@@H]3[C@H]4CN(S(=O)(=O)c5ccccc5)CCCCN4[C@H]3CO)cc2)cc1	-23	nt	-0.8	nt	0.0	12	1	-5

Following part:
Molecule	RAD52 anneal inh	esBAF inh	E-sel inducer	FN deposit inh	XiGFP reactiv	S100A4 inh HTS	EWS-Fli block	RAD54 branch
C[C@@H]1CN([C@H](C)CO)C(=O)c2cc(NC(=O)Cc3ccccc3)ccc2O[C@@H](C)CCCCO[C@@H]1CN(C)Cc1ccc(C(F)(F)F)cc1	nt	2	-0.2	nt	0.0	nt	-3	3
C[C@@H]1CN([C@H](C)CO)S(=O)(=O)c2ccc(C#CC3CC3)cc2O[C@H]1CN(C)C(=O)C1CC1	-4	5	-0.2	2	-0.3	-3	8	12
O=C(C[C@@H]1CC[C@H]2[C@@H](COC[C@@H](O)CN2S(=O)(=O)c2cccc(Cl)c2)O1)N1CCOCC1	4	-9	0.0	-11	0.1	13	-11	-1
CS(=O)(=O)c1ccc(C(=O)Nc2ccc(N3CCCC3)cc2)c(Cl)c1	-10	-8	nt	4	0.0	10	7	0
Cc1ccc(C(=O)Nc2nc3ccccc3[nH]2)cc1	-6	-77	nt	5	0.0	-9	78*	13
CO[C@H]1CN(C)C(=O)c2cc(NC(=O)Nc3cccc(Cl)c3)ccc2OC[C@H](C)N(C)C[C@@H]1C	22	-31	-0.2	10	0.6	4	-5	13
CCOc1ccc(Cl)cc1-c1cc(C(=O)Nc2ccc(Br)cc2)[nH]n1	-7	-2	0.0	-3	0.3	-2	8	-2
COc1ccc(C(=O)N=C2SC3CS(=O)(=O)CC3N2c2ccccc2)cc1OC (configuration not stated)	-11	-1	nt	3	0.0	-11	-8	7
[O-][n+]1ccccc1C(O)CSc1ccccc1 (configuration not stated)	-12	nt	-0.2	5	0.0	1	-40	nt
O=C(CSc1nnc(C2COc3ccccc3O2)o1)N1CCCC1 (configuration not stated)	-1	nt	-0.4	4	0.2	-3	-16	1
O=C(CC1CC1)N1CC(=O)N2[C@H](C1)[C@@H](c1ccc(-c3ccccc3)cc1)[C@@H]2CO	1	nt	-0.2	nt	0.1	3	-10	nt
CCN1[C@H](C(=O)NCCOC)[C@@H](CO)[C@@H]2Cn3c(ccc(-c4ccc(C(=O)N(C)C)cc4)c3=O)[C@@H]21	7	-1	-0.1	-5	0.2	4	-4	2
CN(C)c1ccc2c(c1)[C@H]1C[C@H](CC(=O)NCc3ccc(Cl)cc3)O[C@H](CO)[C@H]1O2	-16	3	-0.7	1	0.1	-10	-2	0
CN1C(=O)c2cc(NC(=O)c3ccc(C(F)(F)F)cc3)ccc2OC[C@H]2O[C@H](CC(=O)NC3Cc4ccccc4C3)CC[C@@H]21	24	-41	0.3	-27	-0.1	-9	22	-2
COc1ccc(OCC(O)CNS(=O)(=O)c2cccc(Cl)c2)cc1 (configuration not stated)	-9	-8	nt	11	-0.1	9	9	-1

Next entries.
Molecule	RAD52 anneal inh	esBAF inh	E-sel inducer	FN deposit inh	XiGFP reactiv	S100A4 inh HTS	EWS-Fli block	RAD54 branch
O=C(O)[C@@H]1[C@@H](CO)[C@@H]2Cn3c(ccc(/C=C/c4ccccc4)c3=O)[C@@H]2N1C(=O)C1CCCC1	-31	nt	0.0	nt	0.6	110*	12	nt
O=C(Nc1ccc2c(c1)OCO2)N[C@H]1C=C[C@@H](CC(=O)N2CCN(c3ccccc3)CC2)O[C@@H]1CO	-7	5	0.0	-9	0.7	-13	-6	-2
COc1cc(NC(=O)NCc2ccco2)ccc1-c1ccc(NC(=O)NCc2ccco2)cc1OC	-32	-2	1.3	0	-0.1	-8	-8	-9
c1ccc(Sc2ccncc2)cc1	0	-5	-1.0	3	0.0	-3	-5	0
O=c1c2c3c(sc2ncn1/N=C/c1cccnc1)CCCC3	0	5	0.3	6	0.0	-9	-11	-2
CC1CCCCC12NC(=O)N(CC(=O)N1CCN(S(=O)(=O)Cc3ccccc3)CC1)C2=O (configuration not stated)	-2	-1	nt	-7	-0.1	0	3	-2
CN(C(=O)/C=C/c1ccccc1)C1CCCCC1	-4	nt	nt	3	0.0	1	-33	2
O=c1cc(CN2CCN(S(=O)(=O)c3ccc4ccccc4c3)CC2)nc2sccn12	-29	nt	nt	4	0.0	-1	6	nt
O=C(Cc1c(F)cccc1Cl)NNC(=O)c1ccc(Br)s1	1	0	-0.2	-3	-0.1	1	-7	10
O=C(C1CC1)N1CC(=O)N2[C@H](CO)[C@@H](c3ccc(C#CCc4ccccc4)cc3)[C@@H]2C1	16	nt	-0.1	-8	0.0	-13	0	nt
COc1ccc(CC(=O)NCc2nnc(SCC(=O)Nc3nccs3)n2-c2ccccc2)cc1	-7	-7	nt	-13	0.1	2	0	8
C[C@H](CO)N1C[C@H](C)[C@@H](CN(C)C(=O)c2ccncc2)Oc2cc(C#C[C@@H](C)O)ccc2S1(=O)=O	-9	-5	0.6	0	-1.2	-16	-13	7
COc1ccccc1N1CC(O)=C(c2nc3ccccc3c(=O)[nH]2)C1=N	0	3	nt	nt	nt	-2	-4	nt
O=c1[nH]c(/C=C\c2ccc(O)cc2)nc(O)c1[N+](=O)[O-]	-18	-5	nt	3	0.1	-5	1	-9
CCCC#Cc1ccc([C@H]2[C@@H](CO)N3C(=O)CN(S(=O)(=O)Cc4ccccc4)C[C@H]23)cc1	-1	nt	0.0	nt	0.3	-11	13	nt

More entries.
Molecule	RAD52 anneal inh	esBAF inh	E-sel inducer	FN deposit inh	XiGFP reactiv	S100A4 inh HTS	EWS-Fli block	RAD54 branch
Cc1ccsc1/C=N/NC(=O)C(N)=O	-5	nt	nt	6	0.3	-7	-33	nt
COc1cccc(C(=O)N[C@@H](CCSC)c2nc3ccccc3[nH]2)c1	-10	nt	nt	nt	0.0	2	-1	nt
O=C(NNC(=O)c1ccccc1C(=O)O)c1ccc(O)cc1	-17	11	nt	nt	0.0	1	8	9
S=c1[nH]nc(-c2ccncc2)n1/N=C/c1ccccc1Cl	-5	nt	nt	-1	0.0	-72	-1	-5
CCc1cc(=O)[nH]c(SCC(=O)Nc2ccc3c(c2)OCCO3)n1	2	nt	nt	5	-0.1	-1	2	12
